MITF TRPM1 HTS – activators of MITF-driven TRPM1 promoter activity in SK-MEL-5 cells; SK-MEL-5 TRPM1-promoter luciferase, 24 h; % of positive control, neutral wells = 0; activation, % at 12.5 µM; actives 0.75% (n = 300,000);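 active = mean activation of at least 80% with every replicate also reaching 80%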;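 note: 0% = neutral control wells and 100% = parthenolide positive control wells; values of inactives mirror those of a sister screen read the other way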
PfHsp90 yeast 2 – inhibits growth of yeast expressing Plasmodium falciparum Hsp90. S. cerevisiae expressing PfHsp90, BacTiter-Glo ATP, 48 h; yeast lacking PDR1 and PDR3 efflux regulators. inhibition, % at 9.4 µM. actives 0.32% (n = 310,000). AID 504621;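 active = every replicate shows inhibition above about 80%, whatever the replicate mean, limit read from the data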;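 note: 0% = DMSO neutral controls and 100% = 20 µM radicicol positive controls; yeast relying on Plasmodium falciparum Hsp90 in place of its own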
Rtt109 HAT inh – inhibitors of Candida albicans Rtt109/Vps75 histone acetyltransferase | inhibition, % at 34.9 µM | Q5AAJ8 | purified Rtt109/Vps75, ThioGlo CoA-SH fluorescence, 4 h | actives 0.16% (n = 330,000);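 active = inhibition of at least 50% in every replicate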
Target sequence (Q5AAJ8 whole entry, looked up): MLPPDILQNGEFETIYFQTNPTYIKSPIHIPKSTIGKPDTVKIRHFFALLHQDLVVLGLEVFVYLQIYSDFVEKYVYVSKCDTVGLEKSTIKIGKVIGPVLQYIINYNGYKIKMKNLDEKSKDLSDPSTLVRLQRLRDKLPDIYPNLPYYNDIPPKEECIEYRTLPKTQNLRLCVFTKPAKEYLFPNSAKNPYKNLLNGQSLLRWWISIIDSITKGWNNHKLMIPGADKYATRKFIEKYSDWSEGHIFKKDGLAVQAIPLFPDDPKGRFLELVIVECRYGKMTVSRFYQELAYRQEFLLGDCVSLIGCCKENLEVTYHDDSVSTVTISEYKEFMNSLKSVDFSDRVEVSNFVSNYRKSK
SR-BI uptake up – SR-BI HDL lipid transfer activation | actives 0.096% (n = 320,000) | AID 504775 | CHO ldlA[mSR-BI] cells, DiI-HDL uptake fluorescence, 3 h; 100 = double the neutral-control signal | activation, % at 12.5 µM;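 active = mean replicate activation of at least 60% and every replicate at or above 60%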;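 note: 0% = median plate neutral-control signal and 100% = twice that signal; values of inactives mirror those of a sister screen read the other way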
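Test system: SR-BI-overexpressing, LDLR-lacking CHO cells; Also added: labelled HDL, 10 µg/mL; Measured by: bottom-read cell fluorescence after medium removal, ex 550/em 595 nm; Timing: 3 h uptake period with compound, 37 °C; Buffer or medium: F12, 0.5% BSA, 25 mM HEPES; Doses: single compound concentration, delivered by pin transfer.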
CAL PDZ FP-1 – blocks peptide binding to the human CAL PDZ domain; inhibition, % at 24.9 µM; AID 602252; Q9HD26; actives 0.92% (n = 300,000); purified CAL PDZ, TMR-peptide fluorescence polarization, 1 h;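 active = mean inhibition of at least 30% with at least half of replicates also reaching 30%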;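 note: 0% = DMSO neutral control and 100% = excess unlabeled competitor peptide PRC23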
PvdQ inh – blocks Pseudomonas aeruginosa PvdQ acylase activity; purified PvdQ acylase, fluorescence plate reader; inhibition, % at 10 µM; actives 0.063% (n = 340,000); AID 488965; in the data active = inhibition above about 30%, passing the limit was not always enough;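 note: 0% = vehicle neutral wells and 100% = reference inhibitor wells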
NSD2 HMT inh – inhibitors of human histone methyltransferase NSD2 | O96028 | NSD2 peptide methylation, AlphaScreen, 120 min | inhibition, % at 12.5 µM | actives 0.54% (n = 310,000) | AID 743445; in the data active = inhibition above about 50%
CAL PDZ FP-2 – inhibitors of human CAL PDZ peptide binding; Q9HD26; purified CAL PDZ, TMR-peptide fluorescence polarization, 1 h; inhibition, % at 20 µM; actives 0.02% (n = 330,000); AID 504414;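 active = highest replicate inhibition of at least 40%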;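 note: plate controls were DMSO neutral control wells for no effect and unlabeled competitor peptide control wells for full effect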
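Assay system – tagged CAL PDZ protein CerCALP, purified · Timing – 1 h at RT · Compound – single point, 20 µM · Measured by – fluorescence polarization from S- and P-plane intensities, G-factor corrected · Evaluation – inhibition from polarization loss · Probe or stimulus – TMR reporter peptide T*-PRC34 · Buffer or medium – pH 7.4 phosphate-saline buffer, reducing agent, detergent, IgG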
SR-BI HDL uptake – inhibitors of mouse SR-BI mediated HDL lipid uptake; Q61009; ldlA[mSR-BI] CHO cells, DiI-HDL uptake fluorescence, 3 h; inhibition, % at 12.5 µM; actives 0.96% (n = 320,000);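 active = mean replicate inhibition of at least 70% and a set share of replicates each scoring 70 or more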;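 note: 0% = median of neutral control wells and 100% = median of positive control wells; values of inactives mirror those of a sister screen read the other way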
Target sequence (Q61009 whole entry, looked up): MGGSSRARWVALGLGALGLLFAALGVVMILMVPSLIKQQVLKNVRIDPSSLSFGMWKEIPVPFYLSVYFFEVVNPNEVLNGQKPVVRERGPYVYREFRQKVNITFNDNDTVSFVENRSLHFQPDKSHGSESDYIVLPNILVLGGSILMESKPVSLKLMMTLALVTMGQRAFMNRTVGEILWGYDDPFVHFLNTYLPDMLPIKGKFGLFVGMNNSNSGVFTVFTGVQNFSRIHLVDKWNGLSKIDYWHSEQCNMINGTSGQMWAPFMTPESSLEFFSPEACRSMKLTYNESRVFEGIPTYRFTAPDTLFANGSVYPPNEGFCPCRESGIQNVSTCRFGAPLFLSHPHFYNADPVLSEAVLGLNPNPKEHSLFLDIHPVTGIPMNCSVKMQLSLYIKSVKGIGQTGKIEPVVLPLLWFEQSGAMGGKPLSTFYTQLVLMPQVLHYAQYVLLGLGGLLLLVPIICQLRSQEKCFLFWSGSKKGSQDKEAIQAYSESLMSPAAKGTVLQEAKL
dFosB activator – mouse delta FosB homodimer activation; P13346; purified delta FosB, TAMRA-CDK5 oligo fluorescence polarization; percent of positive-control signal above neutral wells; activation, % at 25 µM; actives 0.99% (n = 340,000);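 active = mean activation above about 17%, with every replicate also reaching it, limit read from the data, passing the limit was not always enough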;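 note: fluorescence polarization rise as delta FosB binds a TAMRA Cdk5 AP-1 oligo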
* hit, by the source's call; . = not tested or not shown.

SMILES | MITF TRPM1 HTS | PfHsp90 yeast 2 | Rtt109 HAT inh | SR-BI uptake up | CAL PDZ FP-1 | PvdQ inh | NSD2 HMT inh | CAL PDZ FP-2 | SR-BI HDL uptake | dFosB activator
O=C(N/N=C/c1cc([N+](=O)[O-])ccc1O)/C(=C\c1cccs1)NC(=O)c1ccccc1 | -11 | 8 | -6 | -113 | -4 | -5 | 12 | -1.8 | 113* | 3
CC(=O)NCCOc1ccc2oc3ccccc3c2c1 | 55 | 1 | 4 | -8 | -3 | -12 | -3 | -3.6 | 8 | 2
NC(=O)CSc1ccc(F)cc1 | 2 | 8 | 2 | 21 | . | -6 | -4 | -0.6 | -21 | -3
O=C(CSc1nnnn1-c1ccc2c(c1)CCC2)NCc1cccs1 | 2 | 28 | 19 | -11 | -2 | 4 | 4 | -0.8 | 11 | -6
CC(C)Oc1ccc(C(=O)Nc2ccc(S(=O)(=O)N3CCN(C)CC3)cc2)cc1 | -7 | -9 | 4 | -22 | -10 | -16 | -1 | . | 22 | -5
Cc1cc(Cl)ccc1OCC(O)CNCCc1ccc(S(N)(=O)=O)cc1 (configuration not stated) | -2 | -5 | 12 | 17 | -3 | 3 | 8 | -1.9 | -17 | 1
C[C@]12CCC(=O)C=C1CC[C@@H]1[C@@H]2C(=O)C[C@@]2(C)[C@H]1CC[C@]2(O)C(=O)CO | 8 | 1 | -5 | 15 | -7 | 1 | . | -0.6 | -4 | -1
COc1ccc(NC(=O)C(CCSC)NC(N)=O)cc1Cl (configuration not stated) | -7 | -37 | -1 | 7 | -1 | -24 | 0 | 0.5 | -7 | -6
CCOc1ccc(C(C)(C)C)cc1S(=O)(=O)N1CC(C)OC(C)C1 (configuration not stated) | . | -13 | 3 | 0 | . | 13 | . | -0.8 | 0 | -5
Oc1ccc(/C=N/N(c2ccccc2)c2ccccc2)c(O)c1O | 14 | -12 | -9 | -9 | -2 | -14 | 14 | -3.9 | 9 | -12
CCOc1ccc(NC(=O)Nc2ccc3c(c2)nc(C)n3C)cc1 | 22 | -3 | 5 | 12 | 3 | 2 | 2 | 0.9 | -12 | 5
Cc1ccc(-c2oc3ccccc3c(=O)c2O)cc1 | 35 | -36 | -2 | -26 | . | -11 | . | -0.8 | 26 | -9
Cc1ccccc1Cn1nnc(-c2ccc3c(c2)OCO3)n1 | 70 | 7 | 11 | 5 | -2 | 13 | -4 | . | -5 | 10
COc1ccc(OCC(=O)Nc2ccc(N3CCCCC3)cc2)cc1 | 4 | 11 | -2 | -20 | -4 | -19 | 1 | 0.0 | 20 | 6
COc1ccc2[nH]c3c(c2c1)CCN1C(=O)C(CC(=O)NC(C)(C)C)C[C@H](C(=O)N2CCOCC2)[C@@]31CCC1CCCC1 (some centres not stated) | -1 | 4 | -8 | 2 | -6 | -1 | . | -0.6 | -2 | -10
O=C(CCN1C(=O)c2ccccc2C1=O)NCc1ccccc1 | -7 | 15 | -8 | 13 | 0 | 0 | -3 | -1.8 | -13 | -2
O=C(c1ccc(S(=O)(=O)N2CCCCC2)cc1)N1CCN(Cc2ccc3c(c2)OCO3)CC1 | 3 | -10 | 13 | -60 | 2 | -3 | -2 | -0.6 | 60 | -2
O=C(COc1ccc(Cl)cc1Cl)NNC(=S)NC(=O)c1ccco1 | . | -17 | -1 | 10 | 3 | -7 | -2 | -1.4 | -10 | 10
CCc1cc(=O)oc2cc(C)cc(OCC(=O)NC3CC3)c12 | -1 | 4 | 8 | -1 | -4 | 3 | 1 | -4.4 | 1 | -2
CCOP(=O)(c1ccc(N(C)C)cc1)C(O)c1cccnc1 (configuration not stated) | . | 7 | -3 | 2 | -2 | -7 | -2 | 0.8 | -2 | -3
COc1ccc(C(=O)Nc2ccc(C(F)(F)F)n(C)c2=O)cc1 | 28 | -2 | . | 1 | -1 | 9 | 14 | -2.0 | -1 | -7
O=C(N/N=C1\C2CN3CCN(C2)CC1(c1ccccc1)C3)c1ccc(F)cc1 | 11 | 13 | -1 | 35 | . | -12 | -3 | 0.1 | -35 | -2
CN(Cc1cnccn1)C(=O)CC1C(=O)NCCN1Cc1c(F)cccc1Cl (configuration not stated) | 0 | -18 | -2 | . | -1 | 3 | 0 | -2.1 | . | -5
CCCOc1ccc(NC(=O)CC2C(=O)OCC3CCCCN32)cc1 (configuration not stated) | 8 | 6 | -2 | -6 | -4 | -3 | -2 | -0.4 | 6 | -13
c1ccc(-c2csc(Cc3nnc4n3CCCCC4)n2)cc1 | 24 | . | 0 | 0 | -2 | -2 | -5 | . | 0 | -4
Next part:
SMILES | MITF TRPM1 HTS | PfHsp90 yeast 2 | Rtt109 HAT inh | SR-BI uptake up | CAL PDZ FP-1 | PvdQ inh | NSD2 HMT inh | CAL PDZ FP-2 | SR-BI HDL uptake | dFosB activator
Cc1cc(C(=O)Nc2nnc(-c3ccccc3)s2)no1 | 5 | 24 | -5 | 10 | -1 | 4 | -5 | -1.3 | -10 | -3
COc1cc(CC(=O)Nc2cccc(SC)c2)cc(OC)c1OC | -28 | 1 | 5 | -18 | -1 | -3 | -3 | -0.7 | 18 | -9
Cc1cccc(Oc2nc3ccccn3c(=O)c2/C=C(\C#N)C(=O)NC2CCS(=O)(=O)C2)c1C (configuration not stated) | -15 | -7 | -3 | 0 | 1 | 1 | 2 | -2.4 | 0 | -12
CSc1ccc(/C=C(/NC(=O)c2ccccc2)C(=O)N2CCN(C)CC2)cc1 | -6 | 3 | 3 | 6 | 4 | -12 | 3 | -2.5 | -6 | -1
O=C(Nc1ccc(F)cc1)C(=O)c1cn(CC(=O)N2CCOCC2)c2ccccc12 | 3 | -16 | -8 | 3 | 45* | -7 | 0 | -0.8 | -3 | -10
CCN(Cc1ccccc1)S(=O)(=O)c1cc(C(=O)NCCCN(C)C)ccc1OC | 3 | . | 1 | 16 | -6 | -20 | 3 | 0.2 | -16 | -2
Cc1c(Cc2ccccc2)c(=O)n2c([nH]c3ccccc32)c1C#N | -3 | -51 | 0 | . | 6 | -3 | 22 | 0.7 | . | 1
COc1ccc(/C=N/n2cncn2)cc1Cn1nc(C)c([N+](=O)[O-])c1C | . | 4 | -7 | 8 | . | -13 | . | -0.9 | -8 | -9
O=C(CS(=O)CC(=O)Nc1ccc(Cl)cc1)NCC1OCCc2ccccc21 (configuration not stated) | 1 | -1 | 13 | -13 | -1 | -9 | -2 | -1.8 | 13 | -14
COc1ccccc1C1=NOC(C)(c2nnc(-c3cccc(Cl)c3)o2)C1 (configuration not stated) | 6 | . | -14 | 15 | 1 | -16 | . | -1.3 | -15 | -8
CC(C)(C)n1cnc2cc(NC(=O)c3ccc(Cl)cc3)ccc21 | . | -16 | 2 | -19 | 10 | -17 | -3 | -1.2 | 19 | -13
O=C(NCCc1ccc(Cl)cc1)C1CCCN(S(=O)(=O)c2cnc[nH]2)C1 (configuration not stated) | 0 | 2 | 13 | 14 | . | -11 | . | -0.9 | -14 | -3
COc1ccccc1-c1cn(-c2ccccc2)c(=S)[nH]1 | -15 | -2 | -16 | 12 | 1 | 2 | 3 | 1.2 | -12 | -1
O=C(CN1C(=O)C2CC=CCC2C1=O)Nc1ccc(-c2nnc3n2CCCCC3)cc1 (configuration not stated) | . | 30 | -7 | 14 | -1 | 1 | -5 | -2.8 | -14 | -8
CCOC(=O)CCC(=O)NNC(=O)COc1ccc(C(C)C)cc1Br | -12 | 3 | 4 | 21 | . | 3 | 2 | -0.3 | -21 | -1
CCOC(=O)C1=C(COC(=O)C(CC)Oc2ccccc2)NC(=O)NC1C (configuration not stated) | -7 | . | -8 | -11 | -2 | -13 | 0 | -2.7 | 11 | -2
CN1CCc2c(sc3c2c(=O)n(-c2ccccc2)c2nnc(SCc4ccccc4)n32)C1 | 14 | -18 | -16 | 21 | 10 | -6 | 5 | -1.4 | -21 | -1
O=S(=O)(NCC(Nc1ccc(Cl)cc1)c1ccccc1)c1ccc(Cl)cc1 (configuration not stated) | -2 | -2 | 0 | . | 5 | 3 | -2 | 0.8 | . | -5
COCC(C)NC(=O)NC1(C(F)(F)F)Oc2ccc(Cl)cc2O1 (configuration not stated) | . | . | -1 | 19 | -11 | -6 | -2 | -0.2 | -19 | -2
Cc1ccc(Nc2nc(-c3sc(NC(=O)c4ccccc4)nc3C)cs2)cc1 | -2 | -23 | 3 | -59 | 1 | -9 | . | 0.2 | 59 | 0
COc1ccc(OCCCC(=O)Nc2ccc(N3CCCCC3)cc2)cc1 | -3 | -13 | -6 | -1 | . | -17 | -2 | -0.9 | 1 | -7
Cc1cc(C)c(C)c(S(=O)(=O)NC(C)C(=O)O)c1C (configuration not stated) | 10 | 6 | 2 | . | 6 | 0 | -2 | -1.3 | . | 3
O=S(=O)(Nc1nc2ccccc2nc1Cl)c1ccc(F)cc1 | -9 | 10 | 3 | 19 | -4 | -14 | -2 | -2.3 | -19 | 6
O=C(NCc1ccc2c(c1)OCO2)C1Cc2ccccc2CN1C(=O)c1ccco1 (configuration not stated) | 2 | 29 | -2 | 8 | -3 | -9 | -3 | -1.0 | -8 | -11
Clc1ccc(OCCN2CCOCC2)cc1Cl | 6 | -1 | -1 | . | -1 | -4 | 1 | -0.1 | . | 1
The list goes on:
SMILES | MITF TRPM1 HTS | PfHsp90 yeast 2 | Rtt109 HAT inh | SR-BI uptake up | CAL PDZ FP-1 | PvdQ inh | NSD2 HMT inh | CAL PDZ FP-2 | SR-BI HDL uptake | dFosB activator
COc1ccccc1C(=O)N1CCCC1(C#N)c1ccccc1 (configuration not stated) | 9 | 2 | 8 | 1 | -4 | -10 | 0 | . | -1 | -10
O=C(CN1C(=O)c2ccccc2C1=O)N1CCN(C2c3ccccc3-c3ccccc32)CC1 | 7 | -7 | -2 | -46 | 0 | -8 | -3 | -0.3 | 46 | 0
Cc1ccc2c(c1)N(CC(=O)N1CCCCC1)C(=O)CO2 | -4 | -17 | -5 | . | -3 | -7 | -1 | -1.6 | . | -7
CC(C)OCCCNC(=O)c1cc(-c2cccnc2)nc2ccccc12 | 13 | -7 | 16 | 24 | 3 | -8 | 1 | 0.9 | -24 | -7
Cc1cccn2c(=O)c(C=O)c(Cl)nc12 | . | 3 | 4 | 25 | -4 | -12 | 17 | 0.0 | -25 | 1
COc1cccc(N2CCN(c3ccc([N+](=O)[O-])cn3)CC2)c1 | -15 | 29 | -3 | -20 | -1 | -14 | -4 | -0.4 | 20 | 2
